From PubChem
Hck-Nef inh: inhibitors of human Hck kinase activated by Nef; actives 0.68% (n = 220,000); P08631; inhibition, % at 20 µM; Recombinant Hck-YEEI plus Nef, Z-Lyte FRET kinase assay;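 active = Hck-Nef kinase inhibition above about 50%, limit read from the data; inactive = inhibition below that limit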;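 also: 0% = DMSO with Hck plus Nef and 100% = Hck alone without Nef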
Runt-SMMHC FRET: inhibitors of human RUNX1 Runt domain binding to CBFb-SMMHC | AID 1434 | Cerulean-Runt/Venus-CBFb-SMMHC FRET ratio 530/480, 1 h | actives 0.74% (n = 220,000) | Q01196+Q13951 | inhibition, % at 20 µM;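 active = mean inhibition across duplicate retests at 20 µM reaching about 50%, limit read from the data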;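 also: 0% = DMSO wells and 100% = wells with excess untagged CBFb-SMMHC; inhibitors lower the FRET ratio by blocking Runt binding to CBFb-SMMHC; some results filed as inactive read as strong as hits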
MDM2 E3 inh: blocks human Mdm2 ubiquitin ligase activity; actives 0.11% (n = 210,000); AID 1230; Q00987; cell-based MDM2 ubiquitination luciferase reporter, 2 h; 0 = plate control, 100 = twice control, blank-subtracted; signal enhancement, % at 5 µM;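 active = signal enhancement of 30% or more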;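 also: luminescence tracks abundance of the self-degrading MDM2-luciferase fusion protein; higher signal means inhibition of MDM2 E3 ligase activity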
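Material: stable MDM2–luciferase fusion reporter cells / Quantity: 2000 cells/well / Dosing: single 5 µM compound dose, 0.2% final DMSO / Buffer or medium: DMEM / Schedule: 4 h cell settling then 2 h compound exposure, 37 °C / Detection: luminescence with SteadyLite reagent, 15 min at room temperature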
Runt-CBFb FRET: Runt domain-CBFb interaction inhibition; Q01196+Q13951; Cerulean-Runt/Venus-CBFb FRET ratio 530/480, 1 h; inhibition, % at 20 µM; actives 0.46% (n = 220,000);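 active = inhibition over about 50% at 20 µM in the single-dose screen, limit read from the data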;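 also: 0% = DMSO wells and 100% = excess unlabeled CBFb competitor control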
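Buffer or medium: Tris pH 7.5 buffer with BSA. Assay system: Cerulean-labeled Runt domain protein. Amount: each fluorescent fusion protein 100 nM. Read-out basis: loss of energy transfer signal. Incubation: 1 h compound exposure, room temperature. Probe or stimulus: Venus-CBFb binding partner, 100 nM. Detection: FRET, excitation 422 nm, emission at 530 and 480 nm.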
Tb hexokinase: T. brucei hexokinase 1 inhibition | recombinant TbHK1, G6PDH-coupled NADH A340 | actives 0.11% (n = 220,000) | inhibition, % at 10 µM;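 active = inhibition of 50% or more in the single-dose primary screen; inactive = inhibition below 50%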
EBV gp42 block: inhibitors of Epstein-Barr virus glycoprotein 42. Q1HVG2. Fluorescence polarization binding assay, mP read-out. inhibition, % (tested at 21.74 µM). actives 0.42% (n = 220,000). AID 1085; in the data active = inhibition above about 50%
Target sequence (Q1HVG2 whole entry, looked up): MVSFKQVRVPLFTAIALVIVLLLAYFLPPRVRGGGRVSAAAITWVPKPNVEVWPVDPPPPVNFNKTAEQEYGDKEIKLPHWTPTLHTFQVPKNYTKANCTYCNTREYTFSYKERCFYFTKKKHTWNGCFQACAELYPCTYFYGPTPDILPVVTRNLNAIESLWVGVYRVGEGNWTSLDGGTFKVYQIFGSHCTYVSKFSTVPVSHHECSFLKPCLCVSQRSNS
NCF1 inh: inhibitors of human p47phox binding | P14598 | p47phox/p22phox peptide binding, fluorescence polarization, 2 h | inhibition, % at 24.7 µM | actives 0.53% (n = 220,000) | AID 1274;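 active = inhibition above about 30%, limit read from the data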;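 also: 0% = p47phox with labelled peptide and 100% = labelled peptide alone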
Target sequence (P14598 whole entry, looked up): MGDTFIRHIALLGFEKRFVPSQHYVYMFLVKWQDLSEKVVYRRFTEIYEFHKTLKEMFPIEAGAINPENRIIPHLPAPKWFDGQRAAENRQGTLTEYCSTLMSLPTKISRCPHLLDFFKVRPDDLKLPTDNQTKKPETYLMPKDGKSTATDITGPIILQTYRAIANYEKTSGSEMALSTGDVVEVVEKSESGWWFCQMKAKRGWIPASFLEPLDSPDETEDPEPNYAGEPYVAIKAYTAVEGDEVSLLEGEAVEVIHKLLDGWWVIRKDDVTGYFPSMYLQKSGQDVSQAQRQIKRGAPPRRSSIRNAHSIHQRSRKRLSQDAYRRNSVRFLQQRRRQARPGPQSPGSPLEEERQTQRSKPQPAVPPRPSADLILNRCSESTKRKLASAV
14-3-3 Bad inh: disrupts binding of bovine 14-3-3 zeta to phospho-Bad peptide; actives 0.71% (n = 220,000); TR-FRET 14-3-3zeta/Dy647-pBad peptide displacement, 1 h; P63103; inhibition, % at 21.7 µM; AID 781;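 active = inhibition above about 70%, limit read from the data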;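 also: 0% = full 14-3-3 plus peptide FRET controls and 100% = background without 14-3-3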
Target sequence (P63103 whole entry, looked up): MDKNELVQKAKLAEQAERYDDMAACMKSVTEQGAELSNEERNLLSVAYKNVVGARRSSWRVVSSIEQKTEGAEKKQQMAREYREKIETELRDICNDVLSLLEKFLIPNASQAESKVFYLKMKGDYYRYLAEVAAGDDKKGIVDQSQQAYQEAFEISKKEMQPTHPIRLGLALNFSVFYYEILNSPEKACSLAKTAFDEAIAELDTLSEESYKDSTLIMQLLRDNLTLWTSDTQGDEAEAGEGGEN
L929 necroptosis: L929 zVAD cell death inhibition. L929 zVAD necroptosis rescue, ATP luminescence, 24 h; with zVAD 60 µM. viability rescue, % at 10 µM. actives 0.38% (n = 220,000). AID 1377;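 active = activation, scaled between plate controls, above about 75%, limit read from the data; inactive = activation under that limit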;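 also: 0% = zVAD with DMSO and 100% = DMSO alone without zVAD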
Starred values were filed as active, the others as inactive; . = no result given; [ ] = remark or other dose. This is a random part of the collection. Share with any hit: about 3.2%.

No. | smiles | Hck-Nef inh | Runt-SMMHC FRET | MDM2 E3 inh | Runt-CBFb FRET | Tb hexokinase | EBV gp42 block | NCF1 inh | 14-3-3 Bad inh | L929 necroptosis
1 | Cc1ccc(Nc2cc(-c3ccccc3)nc3ncnn23)cc1 | 8 | -1 | 0 | 1 | -11 | -6 | 3 | -3 | -0.7
2 | CCOC(=O)c1ccc(NC(=O)c2cc3c(C)nn(-c4ccccc4Cl)c3s2)s1 | 9 | -6 | 5 | 2 | -28 | -21 | -16 | -2 | 0.7
3 | O=C(Nc1nc2ccsc2c(=O)s1)c1ccc(F)cc1 | 18 | 3 | -16 | 5 | -8 | -17 | -15 | -8 | -0.1
4 | CC(=O)NC(CC(=O)O)c1ccc(F)cc1 (configuration not stated) | 14 | 4 | -5 | -1 | 5 | -8 | -6 | -5 | 44
5 | N#C/C(=C/c1ccc(N2CCOCC2)o1)C(=O)Nc1ccccc1 | 8 | -70 | -20 | 13 | -1 | -321 | -14 | -5 | 1.4
6 | COc1ccccc1N1CCN(Cc2cc(=O)n3ccsc3n2)CC1 | 1 | -1 | -12 | -3 | -2 | -16 | -4 | -16 | 0.1
7 | CC(=O)Nc1ccc(S(=O)(=O)Nc2cc(-c3ccccc3)nn2C)cc1 | 3 | -1 | -11 | -1 | 40 | -8 | -11 | 4 | -0.3
8 | CCOC(=O)C1CCN(C(=O)c2ccc(CNS(=O)(=O)c3ccc(OC)cc3)cc2)CC1 | 7 | 1 | . | -5 | -5 | -12 | . | -1 | 0.9
9 | COc1ccc(CN=C2NC(=O)CC(C(=O)Nc3cc(C)cc(C)c3)S2)cc1 (configuration not stated) | 2 | 0 | . | -3 | -6 | -7 | -12 | 2 | 1.6
10 | Cc1cc(Cl)ccc1Oc1ncnc2oc(-c3ccccc3)cc12 | 1 | 2 | -11 | -1 | -6 | -22 | -47 | -6[fluorescence artefact?] | -0.3
11 | CCn1cc(C(=O)N2CCOCC2)c(=O)c2cc(S(=O)(=O)N(C)C3CCCCC3)ccc21 | -1 | -7 | -70 | 0 | -21 | -7 | -4 | 3 | 1.7
12 | Cc1cc(Cl)ccc1NC(=S)NCCN1CCOCC1 | -1 | -3 | -5 | 0 | 33 | -6 | 0 | -2 | -1.1
13 | O=C(NCc1ccccc1)c1ccc2c(c1)C(=O)N(Cc1ccncc1)C2=O | 1 | 2 | -8 | 2 | -1 | 6 | 5 | 4[fluorescence artefact?] | 0.1
14 | COc1cc(C(=O)NC2CCCC2)c(Br)c(OC)c1OC | 11 | -1 | -19 | 1 | 8 | 3 | 4 | -3 | -1.3
15 | O/N=C1/CCCCC1c1ccccn1 (configuration not stated) | 1 | 3 | 7 | 0 | 0 | -12 | -21 | 2 | 2.9
16 | CC(C)[C@H](NC(=O)c1ccccc1)C(=O)OCC(=O)Nc1ccc(Cl)cc1C(F)(F)F | -1 | 0 | -17 | -5 | -7 | -16 | -7 | 3[fluorescence artefact?] | 0.6
17 | O=C(CSc1ncn[nH]1)N1CCN(S(=O)(=O)c2ccccc2)CC1 | 0 | 1 | -5 | 0 | -1 | 0 | -14 | -5[fluorescence artefact?] | 0.2
18 | CC(C)Cc1cc(C(=O)NCc2ccco2)no1 | 14 | -3 | -1 | 0 | 0 | -21 | -2 | 9 | -0.5
19 | COC(=O)c1cc(NC(=O)Cc2ccccc2[N+](=O)[O-])ccc1Cl | 1 | 1 | -5 | 2 | -3 | 8 | -21 | -1[fluorescence artefact?] | 3.8
20 | O=C(c1ccc(Sc2ccc(F)cc2)c([N+](=O)[O-])c1)N1CCOCC1 | 20 | 3 | 3 | 1 | -1 | 2 | 1 | -8 | -0.3
21 | CN(C)/C=C/C(=O)c1cccc(C(F)(F)F)c1 | 14 | -2 | -7 | 0 | -29 | -11 | -7 | -14 | 2.0
22 | COCCNC(=O)CN(C)S(=O)(=O)c1ccc2c(c1)OCCO2 | 0 | -2 | -21 | 1 | -5 | -3 | 2 | -2 | 0.1
23 | Cc1c(C(=O)NC(C(C)C)C(C)C)cccc1[N+](=O)[O-] | 0 | 2 | -9 | 2 | 17 | 5 | -6 | -12 | 0.6
24 | Cc1ccc(C(=O)/C=C/c2cn(CC(O)CN3CCOCC3)c3ccccc23)cc1 (configuration not stated) | 11 | -76 | 0 | -47 | -18 | -117 | -25 | 7[fluorescence artefact?] | 77*
25 | O=c1c2ccccc2ncn1-c1ccc2c(c1)OCCO2 | 7 | 3 | 0 | 0 | 1 | -2 | -14 | -6 | 0.1
26 | Cc1ccccc1-c1ccc(C=Nc2c(C)n(C)n(-c3ccccc3)c2=O)o1 | 6 | 7 | -8 | -1 | -59 | -12 | -15 | 9[fluorescence artefact?] | 0.0
27 | Cc1csc(C(C#N)C(=O)c2ccncc2)n1 (configuration not stated) | -4 | 0 | -10 | 1 | -39 | -15 | -14 | 19 | 5.2
28 | COC(=O)c1ccc(-n2ccnc2)cc1 | 35 | -6 | -13 | 1 | 7 | -19 | -3 | 0 | 9.4
29 | COc1ccc(C2CC(c3cccs3)=Nc3ccccc3S2)cc1OC (configuration not stated) | 8 | 14 | 3 | 48 | -11 | -11 | -26 | 4[fluorescence artefact?] | -0.2
30 | CC(=O)Nc1ccc(S(=O)(=O)Nc2nccc(C3Cc4ccccc4C(=O)O3)n2)cc1 (configuration not stated) | 1 | -2 | 2 | -2 | -2 | -6 | -10 | 18 | -0.2
31 | COc1ccc(Cc2n[nH]c(=S)n2NC(=O)Nc2ccc(C)cc2)cc1 | 21 | 10 | -1 | 1 | -4 | -10 | -14 | -15 | 10.0
32 | CC(=O)SCC(Cc1ccccc1)C(=O)NCC(=O)OCc1ccccc1 (configuration not stated) | . | -5 | . | -1 | . | -15 | 1 | 2 | .
33 | O=[N+]([O-])c1cc(/C=N/N2CCN(Cc3ccccc3)CC2)ccc1Cl | 2 | 0 | -10 | 1 | 1 | -8 | -18 | -2 | 3.2
34 | Cc1ccc2nc(-c3ccccn3)cc(C(=O)NC(C)C(C)(C)C)c2c1 (configuration not stated) | -5 | -3 | -29 | -8 | -13 | 0 | -12 | -4 | 1.0
35 | CSc1nc(N)nc(SC2C=CCCC2)c1C#N (configuration not stated) | 3 | 5 | 4 | 6 | 2 | 3 | -46 | 13 | 0.1
36 | O=C(OCc1cc2ccccc2[nH]c1=O)c1ccco1 | 0 | -4 | -17 | 0 | -8 | 4 | -1 | -2 | -0.1
37 | CNC(=O)COC(=O)c1cccnc1SC | 1 | 3 | -47 | 1 | 26 | -14 | 1 | -7 | -0.3
38 | CCn1c2ccc(CC(=O)O)cc2c2cc(CC(=O)O)ccc21 | 3 | -3 | -13 | -1 | 2 | -6 | -7 | 3 | 0.3
39 | O=C(c1ccccc1)n1nc(-c2ccccc2)nc1NCc1ccco1 | 1 | -2 | -13 | 1 | -4 | 3 | -7 | -10 | 24
40 | CC(=O)C1=C(c2ccc(Br)cc2)C(=O)c2ccccc2C1=O | 4 | -3 | . | 0 | 1 | 6 | -10 | -6 | 9.1

Ordered by molar mass (ascending): three of the compounds above
No. | smiles | Hck-Nef inh | Runt-SMMHC FRET | MDM2 E3 inh | Runt-CBFb FRET | Tb hexokinase | EBV gp42 block | NCF1 inh | 14-3-3 Bad inh | L929 necroptosis
37 | CNC(=O)COC(=O)c1cccnc1SC | 1 | 3 | -47 | 1 | 26 | -14 | 1 | -7 | -0.3
38 | CCn1c2ccc(CC(=O)O)cc2c2cc(CC(=O)O)ccc21 | 3 | -3 | -13 | -1 | 2 | -6 | -7 | 3 | 0.3
32 | CC(=O)SCC(Cc1ccccc1)C(=O)NCC(=O)OCc1ccccc1 (configuration not stated) | . | -5 | . | -1 | . | -15 | 1 | 2 | .

Other entries follow.
No. | smiles | Hck-Nef inh | Runt-SMMHC FRET | MDM2 E3 inh | Runt-CBFb FRET | Tb hexokinase | EBV gp42 block | NCF1 inh | 14-3-3 Bad inh | L929 necroptosis
41 | O=C(CN1CCCCC1)Nc1ccc(S(=O)(=O)NC2CCCCC2)cc1 | 1 | 1 | -8 | -1 | -4 | 10 | -4 | -11 | 2.6
42 | Cc1ccc(S(=O)(=O)n2nc(-c3ccco3)nc2SCc2ccccc2)cc1 | 0 | 0 | -9 | 3 | 1 | 7 | -3 | -20 | 1.0
43 | CCCCNC(=O)c1sc2ncnc(N3CCc4ccccc4C3)c2c1C | 1 | 2 | -37 | -3 | 1 | -14 | -19 | -16 | 0.1
44 | CN(C)C(=O)c1ccc(NC(=O)COc2ccc([N+](=O)[O-])cc2)cc1 | 21 | 1 | -22 | -1 | -10 | -18 | -8 | -11 | 5.6
45 | CCn1cc(C(=O)N2CCc3ccccc32)c(=O)c2cc(S(=O)(=O)N3CCOCC3)ccc21 | 1 | 0 | -22 | 0 | -37 | -14 | 5 | -1 | 0.0
46 | CCOC(=O)c1ccc(-c2ccc(CO)o2)cc1 | 2 | 22 | -18 | . | -12 | -13 | -10 | -1 | -0.1
47 | Cc1cccc(N2CCN(C(=O)COc3cccc4c3OC(C)(C)C4)CC2)c1C | 0 | -11 | -4 | -5 | 4 | -2 | 5 | 2 | 1.2
48 | S=C(NCCN1CCOCC1)Nc1ccc(Br)cc1 | -4 | 1 | -7 | 0 | -8 | 2 | -5 | -11 | 0.2
49 | CC(=O)c1sc(NC(=O)c2c(F)cccc2F)nc1-c1ccccc1 | 17 | -3 | -8 | 2 | -21 | 13 | -15 | -1 | 3.4
50 | CCC(=O)N/C(N)=N/c1nc(C)c2cc(C)c(C)cc2n1 | 22 | -6 | -8 | -1 | -12 | -14 | 4 | 5 | 2.1
51 | O=C(Nc1nnc(SCc2ccc(F)cc2)s1)c1ccccn1 | 17 | 4 | -5 | 0 | 3 | -16 | -9 | -14 | 7.3
52 | COc1cccc2c1OC1(C)CC2/C(=C(\C)O)C(=O)N1 (configuration not stated) | 5 | -7 | -9 | 0 | 42 | 2 | 14 | -3 | 1.0
53 | O=C1Nc2ccccc2OC1CC(=O)N1CCN(c2cccc(C(F)(F)F)c2)CC1 (configuration not stated) | 0 | -3 | -20 | -8 | -8 | -13 | -25 | -9 | 0.0
54 | O=C(OCn1nnc2ccccc2c1=O)c1ccc(O)cc1 | 19 | 0 | -9 | 0 | 1 | -9 | -1 | -5 | 1.6
55 | CCC(C(=O)O)N1C(=O)/C(=C/c2cccn2C)SC1=S (configuration not stated) | 4 | -80 | 2 | -39 | 4 | -213 | -17 | -5 | 0.1
56 | CC1CCOC(c2coc3ccccc3c2=O)O1 (configuration not stated) | 5 | -6 | -9 | 0 | 7 | -1 | -12 | 7 | -0.8
57 | CCNC(=S)NS(=O)(=O)c1ccc(C)cc1 | 0 | -1 | -12 | 4 | 2 | 1 | -5 | 0 | -0.6
58 | N#C/C(=C\c1ccc(C(=O)O)cc1)S(=O)(=O)c1cc(Br)ccc1Br | 0 | 1 | -4 | 2 | -3 | 6 | -4 | -2 | 19
59 | CC(C)(C)n1ncc2c(=O)n(CC(=O)c3ccccc3)cnc21 | 0 | -2 | -4 | -4 | 6 | -19 | 3 | 9 | -0.1
60 | CCc1ncc(/C=C2\C(=O)Nc3ccccc32)[nH]1 | -37 | -26 | -10 | -10 | -43 | -1 | -10 | -1 | 74
61 | O=C(/C=C/c1ccccc1[N+](=O)[O-])Nc1cccnc1 | 3 | 2 | -15 | 0 | -11 | 3 | -7 | -8[fluorescence artefact?] | 1.8
62 | Cc1cccc(C)c1NC(=S)NC(=O)CCc1ccccc1 | 1 | -1 | 4 | -4 | 3 | -25 | -10 | 1 | -0.1
